Source: PubChem BioAssay
NR2E3 ag-1: NR2E3 (human) agonism; AID 2300; inhibition of corepressor binding, % at 4.78 µM; GST-NR2E3/biotin-RetCOR TR-FRET, 1536-well; 320,000 compounds, 0.12% hits;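 active = percent inhibition above the cutoff of mean plus 3 SD of all tested compounds, set per screening campaign, cut at about 20% in these data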;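 note: 0% = DMSO wells and 100% = biotin wells as full block of FRET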
Target sequence (Q9Y5X4 whole entry, looked up): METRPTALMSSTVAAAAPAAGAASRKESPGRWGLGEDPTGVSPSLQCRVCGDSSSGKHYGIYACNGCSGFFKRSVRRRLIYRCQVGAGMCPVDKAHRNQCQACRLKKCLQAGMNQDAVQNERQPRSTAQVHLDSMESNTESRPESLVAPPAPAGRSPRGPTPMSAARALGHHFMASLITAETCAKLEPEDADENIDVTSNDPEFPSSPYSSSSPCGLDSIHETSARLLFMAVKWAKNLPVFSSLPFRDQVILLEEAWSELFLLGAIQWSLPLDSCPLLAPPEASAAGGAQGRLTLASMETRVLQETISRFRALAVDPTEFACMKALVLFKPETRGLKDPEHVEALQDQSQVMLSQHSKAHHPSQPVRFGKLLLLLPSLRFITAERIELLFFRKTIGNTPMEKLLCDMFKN
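system = GST-tagged NR2E3 plus biotinylated RetCOR corepressor | input = 1.35 nM GST-NR2E3 | also added = 7 nM biotin-RetCOR | schedule = 5 h incubation at 4 °C | measured by = TR-FRET with europium anti-GST and streptavidin-D2, 340 nm excitation | read-out = percent loss of FRET ratio relative to control wells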
NR2E3 ag-2: agonists of human NR2E3 nuclear receptor; Q9Y5X4; AID 602229; 360,000 compounds, 0.35% hits; inhibition of corepressor binding, % at 3.98 µM; CHO-S Gal4-NCOR/VP16-NR2E3 two-hybrid, luciferase;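 active = inhibition above the mean of all tested compounds plus 3 SD, cut at about 70% in these data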;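 note: 0% = DMSO with NR2E3 transfected cells and 100% = cells lacking NR2E3 construct; higher means lower luciferase signal from less NR2E3 corepressor binding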
Peg3 promoter: inhibitors of Peg3 promoter. inhibition, % at 20 µM. AID 588405. 360,000 compounds, 1.7% hits. HeLa PEG-Prom luciferase reporter, luminescence, overnight;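 active = inhibition of at least 50% at 20 µM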
HIF-2a inh: blocks HIF-2a reporter activity. 786-0 RCC cells HIF-2a reporter, luciferase luminescence, overnight. inhibition, % at 18.8 µM. 360,000 compounds, 0.72% hits;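 active = inhibition of the luminescence signal of 40% or more relative to plate controls, in a single-dose primary screen at 18.75 µM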
iPSC survival up: enhancers of human iPSC single-cell survival | survival enhancement, % at 20 µM | 360,000 compounds, 0.044% hits | hiPSC single-cell survival, ATPlite luminescence; 100% = ROCK inhibitor wells, 0% = DMSO; in the data active = survival enhancement above about 18%;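 note: cells exposed to compounds for 16 hours before the ATP read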
KKLEB cytotox: CF airway cell cytotoxicity counter-screen. KKLEB CF airway cells viability, ATPlite luminescence, overnight; stronger effect = lower value; cells stimulated with P. aeruginosa culture filtrate. activity change (cytotoxicity), % at 5 µM. 360,000 compounds, 0.36% hits;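 active = corrected activity change at or below -50% at 5 µM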
Shn3 3UTR inh: reduces Shn3 3'UTR luciferase signal in osteoblasts | 360,000 compounds, 0.52% hits | inhibition, % at 12.5 µM | Clone20 osteoblast Shn3 3'UTR firefly luciferase, 24 h | AID 588674;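 active = mean inhibition of at least 75% with every replicate also reaching 75%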;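 note: 0% = median of neutral control wells and 100% = pilot-screen positive control compound; some compounds past the cut are filed as inactive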
MITF TRPM1 inh: inhibitors of MITF-driven TRPM1 promoter in melanoma cells | SK-MEL-5 TRPM1 promoter luciferase, 24 h | inhibition, % at 12.5 µM | 330,000 compounds, 0.83% hits;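 active = mean inhibition across replicates of 60% or more, whatever share of single replicates reaches that level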; note: values of inactives mirror those of a sister screen read the other way
LMP1 NFkB inh: inhibitors of Epstein-Barr LMP1-induced NF-kappaB reporter. inhibition, % at 12.5 µM. 350,000 compounds, 0.69% hits. LMP1-induced NF-kappaB luciferase reporter cells, luminescence; in the data active = inhibition above about 41%;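 note: 0% = neutral control wells and 100% = reference inhibitor control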
CF NFkB inh: inhibitors of cystic fibrosis induced NF-kB; KKLEB NF-kB-GFP reporter, PAF-induced, GFP fluorescence overnight; 360,000 compounds, 0.86% hits; inhibition, % at 5 µM;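 active = at least 50% inhibition at 5 µM, scaled per plate between neutral and stimulator controls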;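 note: PAF is a Pseudomonas aeruginosa culture filtrate used as stimulus; plate controls were PAF-stimulated DMSO wells for no effect and unstimulated DMSO wells for full effect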
TRAIL sens C8: sensitizes caspase-8 expressing cells to TRAIL; NB7+C8 cells + TRAIL, ATPlite viability luminescence; inhibition (viability loss, TRAIL sensitization), % at 10 µM; 360,000 compounds, 1% hits;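 active = compounds causing at least 50% loss of cell viability in the single-dose screen, relative to plate controls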
* = called active by the depositor; nt = not tested or not shown. These rows are one share of the data. The share of hits here may be higher or lower than overall.

#	Molecule	NR2E3 ag-1	NR2E3 ag-2	Peg3 promoter	HIF-2a inh	iPSC survival up	KKLEB cytotox	Shn3 3UTR inh	MITF TRPM1 inh	LMP1 NFkB inh	CF NFkB inh	TRAIL sens C8
1	O=C(/C=C/c1ccc(S(=O)(=O)N2CCOCC2)cc1)N1CCN(c2ccc(F)cc2)CC1	-3	19	8	21	-0.2	-7	11	21	9	9	10
2	Oc1cncc(Cc2ccccc2)c1	3	-5	4	15	-0.5	5	16	15	2	-2	13
3	O=C(Nc1cccc(S(=O)(=O)NC2=NCCCCC2)c1)C1COc2ccccc2O1 (configuration not stated)	1	12	-36	-18	-0.3	4	3	-2	-25	-4	0
4	CN(CC(=O)Nc1ccccc1Cl)C(=O)CSc1nnc(-c2ccco2)o1	4	-1	1	14	0.0	-2	-6	1	-8	-4	-5
5	CCN(CC)CCCNC(=O)Cn1nc([N+](=O)[O-])c(Cl)c1C	4	3	1	23	-1.8	8	-9	1	0	-5	-9
6	CCCOc1cccc(C2C(C(=O)c3cccs3)=C(O)C(=O)N2CCN2CCOCC2)c1 (configuration not stated)	6	-41	-18	-7	-0.2	17	0	-2	-10	-6	-22
7	CCOC(=O)CN=C(NS(=O)(=O)c1ccc(Cl)cc1)c1ccccc1	2	-26	5	5	-1.0	-1	-4	-1	1	-4	0
8	CC(=O)NC1=NC(=O)/C(=C/c2cc(C)n(-c3ccc(NC(C)=O)cc3)c2C)S1	1	-44	-134	-219	0.4	11	-9	-28	2	0	2
9	Cc1ccc(C(C)NC(=O)c2cccs2)cc1 (configuration not stated)	3	-20	1	20	2.0	2	-1	-6	-3	-7	-1
10	COc1ccc(OC)c(NC(=O)Cn2cccc2)c1	3	2	-1	-5	-0.2	-11	-22	1	5	16	7
11	O=C(CSc1nccc(=O)[nH]1)Nc1cccc2ccccc12	-4	-35	2	9	-0.5	7	-8	2	-3	-4	10
12	CCCCn1c(SCC(=O)NNC(=O)c2ccco2)nnc1-c1ccco1	0	-22	3	7	-0.3	12	3	8	-4	-6	-9
13	CSCCC(NS(=O)(=O)c1ccc2c(c1)oc(=O)n2C)C(=O)NCc1ccc(C)cc1 (configuration not stated)	-1	14	2	9	-0.3	-4	-44	-4	-4	8	12
14	O=C(Nc1ccccc1)Nc1ccc(C(=O)N2CCCC2)cc1	5	-160	-27	-63	-4.3	2	-50	-8	9	2	69*
15	CNC(=S)Nc1cccc([N+](=O)[O-])c1	-3	7	-5	-18	-0.7	-1	-8	-11	-5	7	2
16	CCc1nnc(NC(=O)C(C)C)s1	0	-19	13	8	-1.4	-4	-10	-10	-4	-1	-10
17	COc1ccc(C(O)(CCc2ccccc2)CCN2CCCCC2)cc1 (configuration not stated)	3	1	-8	20	-0.7	4	2	1	-16	2	-12
18	COc1ccccc1N1C(=O)c2cccnc2C1=O	0	-1	8	18	-0.4	-7	0	2	-1	-12	-22
19	O=C(O)CSc1nnc(NC(=O)c2ccc3c(c2)OCO3)s1	-2	1	39	41*	-3.8	-19	31	20	-22	8	74*
20	COC(OC)c1ccnc(SCc2ccccc2Cl)n1	-2	20	-18	-46	-0.6	1	0	-11	-8	-2	-2
21	CSCCC(NC(=O)c1ccc(Cl)cc1Cl)C(=O)NNC(=O)c1csc(N2CCOCC2)n1 (configuration not stated)	-3	-24	-29	-9	0.3	-6	-6	-1	-4	-2	-8
22	Cc1ccc(C(=O)NNC(=O)c2cc(C)nc3ccccc23)cc1	-2	-20	-13	-33	-3.7	13	-8	7	-2	-2	-16
23	Cc1ccc(NC(=O)c2ccc(F)cc2F)cc1NS(C)(=O)=O	2	-25	-25	-24	-0.1	4	-9	nt	nt	-22	3
24	CN(Cc1ccc(F)cc1)C(=O)COc1ccc2ccccc2c1	-1	-22	-22	-39	-0.4	-3	-4	9	-3	8	5
25	Cc1cc(C(=O)OCC(=O)Nc2ccc(F)c(F)c2)c(C)o1	4	3	13	11	0.0	-2	12	3	1	2	9
26	COc1cccc2cc(NC(=O)C3CCCCC3)c(=O)oc12	7	-26	-224	-210	-2.2	-22	-83	-113	-30	-5	11
27	O=C(Nc1ccccc1)c1cccc(S(=O)(=O)NC2CCCC2)c1	-2	-10	19	2	-0.3	-16	58	0	4	17	10
28	COc1ccc(CC(N)c2csc(Nc3cc(Oc4ccccc4)ncn3)n2)cc1 (configuration not stated)	nt	10	36	13	-2.0	-7	-7	nt	nt	-9	15
29	Cn1c(SCc2cccc([N+](=O)[O-])c2)nc2c(c1=O)SCC2	-2	33	31	25	-0.6	12	46	18	4	-4	15
30	O=C(CSCc1nc2scc(-c3cccs3)c2c(=O)[nH]1)Nc1ccccn1	2	-39	-4	-6	0.0	-10	-17	11	2	-19	-5
31	O=C(Oc1ccccc1N1C(=O)C2CCCCC2C1=O)c1ccccc1F (configuration not stated)	-2	9	-8	-30	-0.8	10	-3	21	11	-25	6
32	C=CCN1C(=O)C(C)(C)Nc2ccccc21	3	-8	3	6	0.4	-14	9	3	7	4	16
33	Cc1ccc(OCCCC(=O)Nc2cc(Cl)ccc2-n2cncn2)cc1	2	10	10	13	-0.4	-8	11	1	5	28	7
34	COc1ccc(S(=O)(=O)NCC2CCCN(C(=O)CCSC)C2)cc1 (configuration not stated)	1	-17	6	11	0.2	2	9	11	6	5	-7
35	COc1ccc(NC(=O)c2cc(-c3ccccc3)nc3c2c(C)nn3-c2ccccc2)c(OC)c1	-1	-16	17	7	1.5	-17	-8	11	1	0	0
36	COc1ccc(-c2c(-c3ccc(OC)cc3O)nc(C)nc2C(F)(F)F)cc1	3	4	18	20	1.9	-2	-6	5	-4	16	13
37	Cc1cc(F)ccc1NC(=O)c1ccc(NS(=O)(=O)c2cc(C(C)(C)C)ccc2C)cc1	-2	-1	22	13	-2.7	-1	27	12	0	0	-4
38	COC(=O)c1ccc(Oc2c(C)oc3c(CN4CCN(C)CC4)c(O)ccc3c2=O)cc1	5	24	9	-11	-2.3	-14	5	-7	-5	5	-11
39	COc1cc(C(=S)N2CCCCC2)ccc1OCC(=O)N1CCCC1	0	2	-1	4	-2.7	-3	-22	7	-4	15	-4
40	CCOC(=O)N1CCC2(CC1)C(C#N)=C(N)OC1=C2C(=O)CCC1	0	-35	10	7	-0.3	8	-6	5	3	1	-9
41	O=S(=O)(c1ccccc1)N(c1ccccc1)S(=O)(=O)c1ccccc1	nt	-2	18	20	-2.8	8	-14	1	3	-19	-2
42	COc1ccccc1C(=O)N1c2ccccc2Sc2ccccc21	4	-17	25	22	0.1	3	11	7	6	10	22
43	CCO[C@H]1OC(C(N)=O)=C[C@@H](C2CCCCC2)[C@@H]1CCCO	1	-4	4	16	-1.7	12	-6	-16	9	-7	-1
44	COc1ccc2[nH]c(C(=O)N3CCC(CO)(Cc4cccc(C(F)(F)F)c4)CC3)c(C)c2c1	1	-17	20	19	-0.4	-4	8	-7	2	0	-9
45	CCOC(=O)c1ccc(Oc2nc(SC)nc(N(C)C)n2)cc1	-2	-7	-3	16	-1.3	-5	-12	-4	-6	4	14
46	Cc1ccc(C)c(NC(=O)CN(C)C(=O)COc2cccc3c2OC(C)(C)C3)c1	-2	5	11	10	-0.5	11	2	6	-3	2	7
47	Cc1ccc(-c2csc(C(O)c3ccc(F)cc3)n2)cc1C (configuration not stated)	nt	-52	-143	-184	4.6	15	-13	nt	nt	-4	0
48	CCN(CC(=O)Nc1c(F)cccc1F)C(=O)CSCC(=O)Nc1cccc(C)c1	3	2	2	-6	1.2	7	-8	3	-10	-15	-9
49	CC(=O)Nc1ccc(S(=O)(=O)N2c3ccccc3C(C)=CC2(C)C)cc1	2	0	22	34	0.4	-17	-16	35	14	54*	19
50	CCCCN(C(=O)c1cccc(S(=O)(=O)N2CCOCC2)c1)c1c(N)n(CCC)c(=O)[nH]c1=O	-1	-23	6	16	1.4	-2	nt	-10	-4	-16	-4
51	C/C(=N\NC(=O)c1csc2ccccc12)c1ccc(O)cc1	3	-123	-69	-58	-0.4	-1	13	0	-9	0	14
52	CCCCn1c(SCC(=O)NCc2cccs2)nc2c1c(=O)n(C)c(=O)n2C	-2	-2	15	6	-2.1	7	-2	1	-6	-5	-20
53	COc1ccc2oc(=O)c(/C(N)=N/NC(=O)c3ccncc3)cc2c1	3	-10	-12	6	-0.7	1	-1	-1	0	-1	6

Pulled by structure from the list above:
#	Molecule	NR2E3 ag-1	NR2E3 ag-2	Peg3 promoter	HIF-2a inh	iPSC survival up	KKLEB cytotox	Shn3 3UTR inh	MITF TRPM1 inh	LMP1 NFkB inh	CF NFkB inh	TRAIL sens C8
45	CCOC(=O)c1ccc(Oc2nc(SC)nc(N(C)C)n2)cc1	-2	-7	-3	16	-1.3	-5	-12	-4	-6	4	14
42	COc1ccccc1C(=O)N1c2ccccc2Sc2ccccc21	4	-17	25	22	0.1	3	11	7	6	10	22

Whole records, quoted from the list.
Profile of COc1ccccc1N1C(=O)c2cccnc2C1=O : NR2E3 ag-1: 0; NR2E3 ag-2: -1; Peg3 promoter: 8; HIF-2a inh: 18; iPSC survival up: -0.4; KKLEB cytotox: -7; Shn3 3UTR inh: 0; MITF TRPM1 inh: 2; LMP1 NFkB inh: -1; CF NFkB inh: -12; TRAIL sens C8: -22
Profile of COc1cccc2cc(NC(=O)C3CCCCC3)c(=O)oc12 : NR2E3 ag-1: 7; NR2E3 ag-2: -26; Peg3 promoter: -224; HIF-2a inh: -210; iPSC survival up: -2.2; KKLEB cytotox: -22; Shn3 3UTR inh: -83; MITF TRPM1 inh: -113; LMP1 NFkB inh: -30; CF NFkB inh: -5; TRAIL sens C8: 11

Screen by screen, from the results shown.
Compounds 44 to 47 in KKLEB cytotox, in turn: -4, -5, 11, 15
Compounds 44 to 47 in Shn3 3UTR inh, in turn: 8, -12, 2, -13

CF NFkB inh, what is marked active above.
| entry | Structure | NR2E3 ag-1 | NR2E3 ag-2 | Peg3 promoter | HIF-2a inh | Shn3 3UTR inh | MITF TRPM1 inh | LMP1 NFkB inh | CF NFkB inh |
| --- | --- | --- | --- | --- | --- | --- | --- | --- | --- |
| 49 | CC(=O)Nc1ccc(S(=O)(=O)N2c3ccccc3C(C)=CC2(C)C)cc1 | 2 | 0 | 22 | 34 | -16 | 35 | 14 | 54* |
